# Assay outcomes (PubChem)
# LmPK inhibitor: qHTS Assay for Inhibitors of Leishmania Mexicana Pyruvate Kinase (LmPK); purified LmPK, Kinase-Glo ATP luminescence, 1 h; Potency, µM (doses to about 57.5 µM), inactives show at the highest dose activity change, negative = inhibition, actives largely listed as inhibitors; 290,000 compounds, 0.37% hits; Q27686
# Target sequence (Q27686 whole entry, looked up): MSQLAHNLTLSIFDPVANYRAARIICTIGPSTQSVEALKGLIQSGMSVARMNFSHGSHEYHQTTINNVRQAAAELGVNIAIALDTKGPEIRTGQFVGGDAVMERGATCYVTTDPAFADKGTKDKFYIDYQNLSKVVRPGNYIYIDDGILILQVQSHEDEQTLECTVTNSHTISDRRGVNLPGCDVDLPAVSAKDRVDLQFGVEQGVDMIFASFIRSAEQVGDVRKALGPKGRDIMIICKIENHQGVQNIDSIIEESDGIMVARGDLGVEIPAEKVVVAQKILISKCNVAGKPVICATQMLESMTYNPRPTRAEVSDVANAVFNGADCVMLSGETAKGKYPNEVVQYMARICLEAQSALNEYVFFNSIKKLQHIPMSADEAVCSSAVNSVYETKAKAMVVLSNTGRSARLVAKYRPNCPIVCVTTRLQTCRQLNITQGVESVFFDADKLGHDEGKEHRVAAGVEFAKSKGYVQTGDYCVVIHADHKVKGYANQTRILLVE
#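 Purified LmPK (0.1 nM) converted ADP (0.1 mM) to ATP with PEP (0.5 mM) in imidazole buffer pH 7.2 with KCl and MgCl2, 1 h at room temperature. ATP was read by Kinase-Glo luminescence; data normalized to uninhibited and no-enzyme controls.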
# Pf growth 48h: Primary qHTS for delayed death inhibitors of the malarial parasite plastid, 48 hour incubation; P. falciparum luciferase growth in erythrocytes, 48 h; Potency, µM (highest dose often 28.7 µM), for the others: top-dose activity change, negative = inhibition, usual class: inhibitors; 310,000 compounds, 5.9% hits; AID 504832, 2011
#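 Erythrocytes infected with P. falciparum carrying an integrated firefly luciferase reporter (2% hematocrit, 0.1% parasitemia final) were exposed to compounds in RPMI 1640 with 0.5% Albumax at 37 C, 5% CO2. Growth inhibition was scored as reduced luminescence.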
# HCV inh: qHTS Assay for Inhibitors of Hepatitis C Virus (HCV). Huh7.5.1 HCVcc-Cre infection, luciferase reporter, 44 h. Potency, µM (top dose mostly 41.8 µM), inactives show at the highest dose activity change, negative = inhibition, hits mostly inhibitors. 340,000 compounds, 3.4% hits
#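 Cells seeded at 1,000/well and cultured 4 h, then compounds added followed by HCVcc-Cre virus (~0.5 moi). After 44 h further culture, luciferase substrate was added, plates held 15 min at room temperature, and luminescence read for 15 sec.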
# TbPYK inhibitor: qHTS of Trypanosoma Brucei Inhibitors. 410,000 compounds, 0.12% hits. pyruvate kinase (Trypanosoma brucei), Q57TT1. Potency, µM (series often up to 76.8 µM), for the others: at the highest dose activity, negative = inhibition, usual class: inhibitors. TbPYK enzyme, Kinase-Glo Plus ATP luminescence, 45 min. AID 624173, 2012; also: nearly all actives have a fitted effect of over 50% in size
#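 Luminescent Kinase-Glo Plus end-point after 45 min room-temperature reaction of T. brucei pyruvate kinase started with 130 uM ADP (final). Buffer TEA 50 mM pH 7.2 with KCl, MgCl2, BSA, Tween-20; titration-based qHTS with fitted concentration-effect curves.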
# Pf growth 96h: Primary qHTS for delayed death inhibitors of the malarial parasite plastid, 96 hour incubation. Potency, µM (titrated, usually from 28.7 µM), for the others: at the highest dose activity change, negative = inhibition, usual class: inhibitors. 320,000 compounds, 6.9% hits. P. falciparum luciferase reporter growth, 96 h
#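 Compounds incubated with erythrocytes infected by luciferase-expressing P. falciparum (2% hematocrit, 0.05% parasitemia final) for 96 hours, 37 C in 5% CO2. Growth inhibition scored as decreased luciferase luminescence.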
# Sm TGR block: qHTS Assay for the Inhibitors of Schistosoma Mansoni Peroxiredoxins. Schistosoma mansoni thioredoxin glutathione reductase (TGR), Q962Y6. purified TGR, DTNB reduction, TNB absorbance 405 nm. Potency, µM (highest dose often 114 µM), for the others: at the top dose activity change, negative = inhibition, actives largely listed as inhibitors. 360,000 compounds, 3% hits; also: nearly all actives have a fitted effect of over 60% in size
#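 TGR 20 nM + NADPH 100 uM (dispensed conc.), cpd preinc 15 min RT; start with NADPH (500 uM addition) then DTNB (15 mM addition). Kinetic TNB absorbance, 405 nm filter. Four-parameter Hill fit across titration.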
# Starred values were filed as active, the others as inactive; ? = inconclusive; nt = not tested or not shown; & = joins results of further samples; [ ] = another dose, or the depositor's remark. Calls follow the shape of the dose curve; as a rule, active = well fitted curve in the direction sought with a large enough effect; inconclusive = small, poorly fitted or top-dose-only effect, or another doubt; inactive = no such curve, though single readings can be large; an effect the other way counts as inactive or inconclusive. % is scaled to controls: 0 for no effect and ±100 for the full control effect; potency is read from the fitted curve at half-maximal effect.
1: CCN(CC)S(=O)(=O)c1cc(NC(=O)COC(=O)CCC(=O)c2ccc(F)cc2)ccc1C
2: Cc1c(Cl)cccc1NC(=S)NCCN1CCOCC1
3: COc1ccc(CNC(=O)COC(=O)CNC(=O)c2sc3ccccc3c2Cl)cc1OC
4: COc1ccc([N+](=O)[O-])cc1NC(=O)CCN1CCN(C)CC1
5: COc1cc(C)ccc1OCCOc1c(Cl)cc(Cl)cc1Cl
6: CC(C)CNC(=O)c1ccccc1-c1ccccc1C(=O)O
7: CCOc1cc(C(=S)N2CCCC2)ccc1OC(=O)Cc1ccc(F)cc1
8: COc1ccccc1NC(=S)N1CCC(NC(=O)NC23CC4CC(CC(C4)C2)C3)CC1
9: O=C(COC(=O)C1CC2C=CC1C2)NCc1ccco1 (stereo not given)
10: CCn1cc(C(=O)OCC(=O)c2ccccc2)c(=O)c2ccc(C)nc21

screen / no.	1	2	3	4	5	6	7	8	9	10
LmPK inhibitor	2%	-2%	nt	-2%	-6%	-4%	2%	0%	1%	-2%
Pf growth 48h	-5%	-4%	-15%	24%	?	nt	6%	?	-10%	8%
HCV inh	12%	6%	11%	-10%	-13%	5%	3%	-9%	8%	-7%
TbPYK inhibitor	1%	-3%	6%	7%	4%	0%	1%	-2%	2%	4%
Pf growth 96h	-14%	10%	-30%	25%	-5%	23%	-1%	?	-10%	?
Sm TGR block	-16%	0%	-6%	-8%	-5%	3%	28%	-3%	50µM*	5%

11: Cc1nc2sccn2c1P(c1c(C)nc2sccn12)c1c(C)nc2sccn12
12: COc1ccccc1CCNC(=O)c1cccc(S(=O)(=O)N2CCc3ccccc3C2)c1
13: CC(C)NC(=S)N/N=C/c1ccccc1[N+](=O)[O-]
14: Cc1ccc(C)c(S(=O)(=O)N2CCN(C(=O)CN3C(=O)C4CC=CCC4C3=O)CC2)c1 (stereo not given)
15: Cc1ccc(S(=O)(=O)NC(=O)N2CCN(Cc3c(F)cccc3Cl)CC2)cc1
16: Cc1ccc(C)c(S(=O)(=O)N2CCN(CC(=O)NC(=O)NCc3ccco3)CC2)c1
17: COc1ccc(-c2cc(C(=O)OCC(=O)c3cccc([N+](=O)[O-])c3)c3cc(C)ccc3n2)cc1
18: Cc1cccc(N2CCN(S(=O)(=O)c3c(C)[nH]c(C)c3C(=O)N3CCCCC3)CC2)c1C
19: Nc1ccc(S(=O)(=O)Nc2cnc3ccccc3n2)cc1
20: COC(=O)c1ccc(C(=O)OC)c(NC(=O)COc2ccccc2OC)c1

screen / no.	11	12	13	14	15	16	17	18	19	20
LmPK inhibitor	-1%	nt	9%	nt	-4%	15%	0%	4%	2%	-2%
Pf growth 48h	8.3µM*	?	?	-4%	13%	0%	-1%	9.3µM*	-16%&-10%&-2%	-11%
HCV inh	-16%	?	9%	-16%	-4%	6%	7%	11%	20%&6%	?
TbPYK inhibitor	1%	1%	-4%	-8%	-8%	4%	-7%	6%	-11%&10%&2%	nt
Pf growth 96h	?	?	-18%	2%	4%	-20%	50%[activator]	?	0%&-9%&4%	nt
Sm TGR block	1%	1%	-10%	3%	-7%	?	-13%	-2%	-7%&0%	-15%

# Shown as labelled records: 2 of the compounds above
17	COc1ccc(-c2cc(C(=O)OCC(=O)c3cccc([N+](=O)[O-])c3)c3cc(C)ccc3n2)cc1
  LmPK inhibitor = 0% | Pf growth 48h = -1% | HCV inh = 7% | TbPYK inhibitor = -7% | Pf growth 96h = 50%[activator] | Sm TGR block = -13%

9	O=C(COC(=O)C1CC2C=CC1C2)NCc1ccco1 (stereo not given)
  LmPK inhibitor = 1% | Pf growth 48h = -10% | HCV inh = 8% | TbPYK inhibitor = 2% | Pf growth 96h = -10% | Sm TGR block = 50µM*

# Additional records follow:
21: CC(=O)c1cccc(NC(=O)CSc2ccc(-c3ccco3)nn2)c1
22: CCOC(=O)c1cc(CNC(=O)c2c(C)oc3c2CCCC3)c(C)o1
23: COC(=O)c1sc(S(=O)(=O)Nc2ccc(Br)cc2)c(C(=O)OC)c1C
24: Nc1ccc(C(=O)Nc2ccc(NC(=O)c3ccco3)c(O)c2)cc1
25: C/C(=N\OCC(=O)OCC(=O)Nc1cc(S(C)(=O)=O)ccc1Cl)c1ccc2c(c1)OCO2
26: CS(=O)(=O)N1CCC(Oc2ccccc2C(=O)N2CCCCC2CO)CC1 (stereo not given)
27: COc1cccc(CNC(=O)C(=O)NCCC2CCCCN2S(=O)(=O)c2ccccc2)c1 (stereo not given)
28: CN(C(=O)c1cccc(COc2ccc(Cl)cc2Cl)c1)c1ccccc1
29: CC1CN(C(=O)c2ccc(S(=O)(=O)Nc3ccccc3Cl)cc2)CC(C)O1 (stereo not given)
30: COc1ccc(CC(=O)Nc2cccc(-c3nnc(-c4ccccc4)o3)c2)cc1OC

screen / no.	21	22	23	24	25	26	27	28	29	30
LmPK inhibitor	-2%	3%	4%	-3%	nt	2%	nt	1%	-8%	-1%
Pf growth 48h	-10%	?	21%	39%[activator]	10%	4%	?	109%[activator]	0%	?
HCV inh	?	3%	22%	?	-10%	19%	?	?	20%	6.3µM*
TbPYK inhibitor	?	-8%	-2%	7%	-15%	-18%	7%	-2%	-6%	0%
Pf growth 96h	-23%	?	40%[activator]	11%	33%	?	?	?	32%[activator]	nt
Sm TGR block	?	22µM*	-6%	-33%	1%	-8%[57.1 µM]	-1%	-3%	-17%	5%

31: COc1ccc(C(Nc2ccccn2)c2c(NC(=O)c3ccco3)sc(C)c2C)cc1 (stereo not given)
32: CCc1ccc(OCC(=O)O/N=C(\N)c2ccccn2)cc1
33: O=C(C/C=N\OCc1ccc([N+](=O)[O-])cc1)Nc1ccccc1
34: O=[N+]([O-])c1cnn(-c2nc(-c3ccccc3)cc(C(F)(F)F)n2)c1
35: Cc1cc2nc(-c3cccnc3SCC(=O)NC(C)C)[nH]c2cc1C
36: Cc1ccc(Nc2c(-c3ccccc3O)nc3cnccn23)cc1
37: C=CCn1c(=O)c(C(=O)NCCc2ccccc2)c(O)c2ccccc21
38: CCOc1cc(C2NCc3ccccc3-n3cccc32)ccc1O (stereo not given)
39: COc1ccc(N2CCN(C(=O)c3cccn4c(=O)c5ccccc5nc34)CC2)cc1
40: CCCn1nnnc1NCc1ccc(OC)cc1OC

screen / no.	31	32	33	34	35	36	37	38	39	40
LmPK inhibitor	-3%	-8%	0%	0%	?	1%	3%	3%	1%	0%
Pf growth 48h	4.7µM*	161%[activator]	13%	17%	194%[activator]	5.9µM*	?	2.6µM*	-13%	26%
HCV inh	?	-1%	0%	?	-2%	-11%	?	-6%	-3%	4%
TbPYK inhibitor	-1%	4%	-1%	2%	-8%	3%	-5%	-17%	3%	3%
Pf growth 96h	?	176%[activator]	33%[activator]	2%	67%[activator]	0%	-8%	-26%	19%	nt
Sm TGR block	4%	7%	-4%	2%	-13%	15%	-9%	5%	1%	2%

41: Cc1sc(NC(=O)c2ccco2)c(CN2CCN(c3ccccc3)CC2)c1C
42: O=C(CNC(=O)c1ccco1)N/N=C/c1ccccc1[N+](=O)[O-]
43: O=C(Nc1cccc2ccccc12)c1ccc(F)cc1
44: COc1cccc(C(c2nnnn2Cc2ccc(F)cc2)N2CCC(C(N)=O)CC2)c1OC (stereo not given)
45: CCOC(=O)c1ccc(CNC(=O)C2CCCCC2C(=O)OCC(F)(F)F)o1 (stereo not given)
46: CCOC(=O)c1c(C)[nH]c(C(=O)COC(=O)COc2ccc(OC)cc2)c1C
47: CCOc1ccc([C@@H]2CC=C(C(=O)O)[C@H](c3ccc(F)cc3)N2S(=O)(=O)c2ccc(C)cc2)cc1
48: CN(C)S(=O)(=O)c1ccc(Cl)c(NC(=O)COC(=O)CC(NC(N)=O)c2ccc(Cl)cc2)c1 (stereo not given)
49: O=C1CCCc2[nH]c3cccc(/C(=C/c4ccccc4)c4ccccc4)c3c21
50: CCN(CC)c1ccc(/C=N\NC(=O)c2cccc3cc[nH]c23)cc1

screen / no.	41	42	43	44	45	46	47	48	49	50
LmPK inhibitor	-8%	2%	2%	1%	0%	1%	nt	3%	5%	0%
Pf growth 48h	nt	8%	32%[activator]	?	-2%	22%	?	-2%	-16%	3%
HCV inh	?	25%	-7%	15%	15%	-2%	4%	-16%	1%	?
TbPYK inhibitor	-8%	3%	-3%	2%	-3%	-7%	0%	3%	4%	4%
Pf growth 96h	?	0.93µM*	45%[activator]	1%	-2%	12%	?	5%	12µM*	-29%
Sm TGR block	2%	-2%	10%	1%	?	8%	-16%	9%	-2%	-12%

# Part of the list above in order of formula weight, descending.
47: CCOc1ccc([C@@H]2CC=C(C(=O)O)[C@H](c3ccc(F)cc3)N2S(=O)(=O)c2ccc(C)cc2)cc1
14: Cc1ccc(C)c(S(=O)(=O)N2CCN(C(=O)CN3C(=O)C4CC=CCC4C3=O)CC2)c1 (stereo not given)
8: COc1ccccc1NC(=S)N1CCC(NC(=O)NC23CC4CC(CC(C4)C2)C3)CC1
31: COc1ccc(C(Nc2ccccn2)c2c(NC(=O)c3ccco3)sc(C)c2C)cc1 (stereo not given)
15: Cc1ccc(S(=O)(=O)NC(=O)N2CCN(Cc3c(F)cccc3Cl)CC2)cc1
39: COc1ccc(N2CCN(C(=O)c3cccn4c(=O)c5ccccc5nc34)CC2)cc1
28: CN(C(=O)c1cccc(COc2ccc(Cl)cc2Cl)c1)c1ccccc1
2: Cc1c(Cl)cccc1NC(=S)NCCN1CCOCC1

screen / no.	47	14	8	31	15	39	28	2
LmPK inhibitor	nt	nt	0%	-3%	-4%	1%	1%	-2%
Pf growth 48h	?	-4%	?	4.7µM*	13%	-13%	109%[activator]	-4%
HCV inh	4%	-16%	-9%	?	-4%	-3%	?	6%
TbPYK inhibitor	0%	-8%	-2%	-1%	-8%	3%	-2%	-3%
Pf growth 96h	?	2%	?	?	4%	19%	?	10%
Sm TGR block	-16%	3%	-3%	4%	-7%	1%	-3%	0%

# Going on with the list.
51: O=C(COC(=O)c1ccc(Br)cc1)NC(=O)NCc1ccccc1
52: CSCCC(NC(=O)/C(=C/c1ccco1)NC(=O)c1ccc(Br)o1)C(=O)O (stereo not given)
53: COC(=O)Nc1ccc(S(=O)(=O)N2CCN(CCN3C(=O)C4C5C=CC(C5)C4C3=O)CC2)cc1 (stereo not given)
54: COc1c(Cl)cc(C(=O)Nc2ccccc2-c2ccccc2)cc1Cl
55: COC(=O)c1nn(-c2cccc(C(F)(F)F)c2)ccc1=O
56: O=C(O)c1cn(-c2ccc(F)cc2)c(=O)c2ccccc12
57: CCc1ccc(C2CC(c3cccc(Cl)c3)n3nc(N)nc3N2)cc1 (stereo not given)
58: CN1C(=O)CC(N2CCN(c3ccc(Cl)c(Cl)c3)CC2)C1=O (stereo not given)
59: Cc1ccc(NC(=O)CSc2nc3[nH]ncc3c(=O)[nH]2)cc1

screen / no.	51	52	53	54	55	56	57	58	59
LmPK inhibitor	nt	6%	1%	2%	4%	2%	-7%	5%	-2%
Pf growth 48h	6%	12%	-12%	22%	-1%	10%	3%	22%	2%
HCV inh	22%	22%	0%	-27%	9%	19%	8%	-4%	15%
TbPYK inhibitor	-6%	0%	4%	7%	8%	0%	-4%	6%	-2%
Pf growth 96h	34%[activator]	13%	nt	82%[activator]	38%[activator]	36%	?	nt	-1%
Sm TGR block	-2%	-30%	-16%	-5%	23%	nt	-9%	-8%	2%
